From PubChem BioAssay
PGC1a acetyl inh: modulators of PGC1a acetylation | U2OS PGC1a acetylation, AlphaScreen anti-acetyl-lysine; with virally co-expressed GCN5 acetyltransferase | inhibition, % at 15.6 µM | actives 0.17% (n = 350,000);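 active = every replicate shows inhibition of at least 40%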;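 note: 0% = neutral control wells and 100% = positive control wells; some results beyond the cut were filed as inactive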
ERAP1 HTS inh: ERAP1 (human) enzyme inhibition; actives 0.15% (n = 340,000); inhibition, % at 10.7 µM; recombinant ERAP1, Leu-AMC fluorescence, 60 min; AID 652197;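 active = mean replicate inhibition of at least 30%, or all replicates individually reaching that 30% level; inactive = mean below 30% and not every replicate reaching it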;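 note: 0% = neutral control wells and 100% = L-leucinethiol positive control wells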
Target sequence (Q9NZ08 whole entry, looked up): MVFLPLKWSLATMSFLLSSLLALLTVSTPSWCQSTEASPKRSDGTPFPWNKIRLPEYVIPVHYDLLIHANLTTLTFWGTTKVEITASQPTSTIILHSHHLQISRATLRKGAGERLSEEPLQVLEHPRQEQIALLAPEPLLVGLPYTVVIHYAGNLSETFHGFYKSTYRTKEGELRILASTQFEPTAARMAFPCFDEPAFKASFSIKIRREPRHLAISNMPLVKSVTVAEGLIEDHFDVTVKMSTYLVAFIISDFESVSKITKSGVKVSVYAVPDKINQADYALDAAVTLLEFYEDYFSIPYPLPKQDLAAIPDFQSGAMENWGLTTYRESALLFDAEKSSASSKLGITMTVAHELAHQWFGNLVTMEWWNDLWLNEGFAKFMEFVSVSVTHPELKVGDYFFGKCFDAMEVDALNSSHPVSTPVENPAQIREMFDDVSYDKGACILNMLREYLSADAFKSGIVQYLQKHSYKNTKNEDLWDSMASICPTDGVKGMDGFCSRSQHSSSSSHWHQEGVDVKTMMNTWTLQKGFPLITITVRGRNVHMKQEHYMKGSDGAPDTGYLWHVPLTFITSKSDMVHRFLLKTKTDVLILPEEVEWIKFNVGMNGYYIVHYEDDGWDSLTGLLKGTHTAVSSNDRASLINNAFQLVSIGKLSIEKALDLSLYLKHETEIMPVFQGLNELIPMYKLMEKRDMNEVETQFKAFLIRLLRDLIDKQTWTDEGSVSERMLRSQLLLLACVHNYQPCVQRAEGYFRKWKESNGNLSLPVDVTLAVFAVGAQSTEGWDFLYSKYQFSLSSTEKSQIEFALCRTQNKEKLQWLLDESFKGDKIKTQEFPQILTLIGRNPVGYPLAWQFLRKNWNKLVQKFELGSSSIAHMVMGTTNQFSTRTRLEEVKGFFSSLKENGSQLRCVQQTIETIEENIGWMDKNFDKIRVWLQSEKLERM
SIRT5 block: inhibitors of human sirtuin-5 desuccinylase; Q9NXA8; AID 652115; inhibition, % at 15 µM; actives 1.1% (n = 330,000); Purified SirT5, succinyl-peptide AMC, trypsin-coupled fluorescence; in the data active = inhibition above about 15%
LGR2 inh: blocks bursicon-induced cAMP signaling via Drosophila LGR2. AID 720647. inhibition, % at 9.99 µM. HEK293 LGR2, CRE-luciferase, bursicon-stimulated, 4 h. actives 0.35% (n = 380,000);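 active = drop in luminescence signal, shown as inhibition above about 50% in the replicate tests, limit read from the data, passing the limit was not always enough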;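 note: agonist challenge used bursicon conditioned medium at about half maximal strength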
Cneo AK release: Cryptococcus neoformans lysis via adenylate kinase release; C. neoformans lysis, adenylate kinase release luminescence, 4 h; normalised: neutral wells 0, clomiphene wells 100; lysis activity, % at 15 µM; actives 0.2% (n = 360,000); AID 651654;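 active = mean lysis activity across replicates of at least 80%, whatever share of replicates individually reach that level; inactive = mean lysis activity below 80%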
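Material – Cryptococcus neoformans yeast cells · Quantity – 5 × 10^6 yeast cells/mL · Buffer or medium – YPD medium · Compound – single dose · Timing – 4 h static compound exposure, 37 °C, read 1 h post-reagent · Signal – adenylate kinase release luminescence · Read-out basis – lysis from increased AK signal · Benchmarks – Clomiphene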
Xi reactivation: X-chromosome reactivation activator | activation, % at 7.58 µM | XiGFP mouse fibroblasts, % GFP-positive cells imaging, 3 d; cells co-treated with 5-aza-dC sensitizer; scaled so ellipticine positive control = 100% | actives 0.055% (n = 360,000);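 active = mean normalized replicate activation at least 10% and every replicate at or above 10%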;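 note: 0% = median of on-plate neutral control wells and 100% = ellipticine 6 µM median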
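System: 68-5-11 XiGFP fibroblast line; Timing: 3 days compound exposure; Compound dosing: one concentration, pinned; Benchmarks: positive control ellipticine, 6 µM final; Buffer or medium: DMEM containing 5-aza-dC.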
C2C12 statin: suppressors of simvastatin-induced myotoxicity in C2C12 myotubes | AID 602340 | rescue of ATP level, % at 7.49 µM | ATP luminescence, 48 h; scaled: DMSO 0, geranylgeraniol control 100 | actives 0.78% (n = 330,000);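 active = mean ATP rescue above about 67%, or every replicate alone reaching that limit, limit read from the data, passing the limit was not always enough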;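 note: myotubes were challenged with 10 µM simvastatin during compound exposure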
S100A4 MyoIIA: S100A4-myosin IIA interaction inhibition | actives 0.14% (n = 360,000) | inhibition, % at 10.7 µM | AID 652163 | S100A4/TAMRA-MyoIIA peptide fluorescence polarization | P26447;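 active = mean inhibition of at least 70% across replicates, with every replicate also reaching that level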
Target sequence (P26447 whole entry, looked up): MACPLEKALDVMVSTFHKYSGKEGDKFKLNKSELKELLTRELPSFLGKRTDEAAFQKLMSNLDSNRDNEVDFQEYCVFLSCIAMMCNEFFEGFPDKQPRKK
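Test system – S100A4 monomer (human) · Compound – single-point compound testing · Schedule – 5 min incubation before reading · Probe or stimulus – TAMRA-labelled myosin IIA heavy-chain peptide probe, 5 nM · Benchmarks – neutral control DMSO, positive control TFP · Medium – Calcium-containing HEPES buffer, pH 7.2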
* marks the source's active call; other numbers are inactive results; nt = no result given; & = joins results of further samples. Not all compounds are listed. The share of hits here may be higher or lower than overall.

Structure	PGC1a acetyl inh	ERAP1 HTS inh	SIRT5 block	LGR2 inh	Cneo AK release	Xi reactivation	C2C12 statin	S100A4 MyoIIA
COc1cccc(S(=O)(=O)N2C[C@H](O)COC[C@@H]3O[C@@H](CC(=O)N4CCOCC4)CC[C@H]32)c1	-6	-1	3	-20	-1	0.1	-10	-2
Cc1ccccc1C(=O)N/N=C1/SCC(=O)N1Cc1ccccc1	nt	-1	-3	-5	nt	0.2	nt	0
COCCn1nnnc1C(c1ccc2ncccc2c1)N1CCc2ccccc21 (stereo not drawn)	-2	-2	-2	5	0	nt	16	0
COc1ccc(S(=O)(=O)Nc2ccc3c(c2)C(=O)N([C@@H](C)CO)C[C@H](C)[C@@H](CN(C)CC2CCCCC2)OCCCC[C@H](C)O3)cc1	-21	nt	nt	8	-8	0.5	nt	nt
CCn1nc(C)c(Br)c1-c1nc(CS(=O)(=O)c2ccc(F)cc2)no1	-15	nt	-1	-10	nt	0.3	nt	2
CCCCCCCCN1C(=O)[C@H](CC(=O)NCC2CCCCC2)C[C@@]2(C(=O)OC)CC(C)(C)CC=C12	nt	nt	-2	6	nt	0.0	nt	13
N#C/C(=C/C=C/c1ccccc1)C(=O)Nc1ccccc1	9	1	1	3	1	nt	1	10
O=C(Nc1cccc(-c2cn3cccnc3n2)c1)c1ccco1	-15	-16	-60	-21	-1	nt	11	0
O=C(O)CCC(=O)N1N=C(c2ccccc2)CC1c1ccc2nccnc2c1 (stereo not drawn)	nt	-4	1	-1	-3	0.0	nt	4
Cc1ccc(C(=O)c2cc(C)sc2N)cc1	nt	2	10	nt	nt	-0.1	nt	-4
CCCC(CCC)C(=O)NCCN1CCOCC1	-7	nt	nt	3	1	nt	3	nt
COc1ccc(S(=O)(=O)N(C)C[C@H]2OCCCC[C@H](C)Oc3ccc(NC(=O)c4ccncc4)cc3C(=O)N([C@@H](C)CO)C[C@H]2C)cc1	8	-2	2	11	4	0.0	nt	1
CCCCc1ccc(NC2=NCC(=O)N2CCc2ccccc2)cc1	4	6	-5	1	-2	0.0	10	4
COc1ccc(-c2ccc3c(c2)[C@@H]2[C@@H](CCN2S(=O)(=O)c2ccccc2C)[C@H](CO)N3)cc1	-2	-1	7	-22	-6	0.0	-21	-46
O=C(Nc1ccccc1-c1nc2ccccc2[nH]1)c1ccc(S(=O)(=O)N2CCCCC2)cc1	5	nt	nt	15	8	nt	9	nt
COc1cc(/C=N/NC(=O)C(=O)NCC2CCCO2)ccc1OCC(=O)N1CCOCC1 (stereo not drawn)	nt	1	0	nt	nt	0.0	nt	-5
COCCN1CC(=O)N2C(c3cccc(OC)c3)c3[nH]c4ccccc4c3C[C@H]2C1=O (stereo partly drawn)	-9	-1	-2	-11	6	0.0	38	-4
Cc1nnc(SCC(=O)NNC(=O)c2ccco2)n1-c1cccc(Cl)c1	2	1	-2	23	nt	0.0	nt	-2
COC(=O)c1sccc1NC(=O)Nc1ccc(C(C)=O)cc1	4	0	0	-53	-22	0.1	17	-3
COc1ccccc1C(=O)n1nc(-c2cccnc2)nc1N	5	1	3	10	-1	-0.2	-2	-2

Results in ERAP1 HTS inh, C2C12 statin and LGR2 inh, for five of the compounds above:
SMILES	ERAP1 HTS inh	C2C12 statin	LGR2 inh
O=C(Nc1ccccc1-c1nc2ccccc2[nH]1)c1ccc(S(=O)(=O)N2CCCCC2)cc1	nt	9	15
COc1cc(/C=N/NC(=O)C(=O)NCC2CCCO2)ccc1OCC(=O)N1CCOCC1 (stereo not drawn)	1	nt	nt
COCCN1CC(=O)N2C(c3cccc(OC)c3)c3[nH]c4ccccc4c3C[C@H]2C1=O (stereo partly drawn)	-1	38	-11
Cc1nnc(SCC(=O)NNC(=O)c2ccco2)n1-c1cccc(Cl)c1	1	nt	23
COC(=O)c1sccc1NC(=O)Nc1ccc(C(C)=O)cc1	0	17	-53

Next part.
Structure	PGC1a acetyl inh	ERAP1 HTS inh	SIRT5 block	LGR2 inh	Cneo AK release	Xi reactivation	C2C12 statin	S100A4 MyoIIA
CCN(CC)C(=O)C(=O)Nc1ccc(F)c(Cl)c1	nt	0	0	-25	nt	0.4	nt	-8
CCC(C)(C(=O)NC1CCCC1)N(C)C(=O)c1ccccn1 (stereo not drawn)	nt	-3	-1	9	nt	-0.3	nt	-4
CSc1nc2c(C)c(C)c(C)c(C)c2[nH]1	5	2	-1	3	nt	0.6	-9	5
COc1ccc2c3c([nH]c2c1)[C@H](CO)N(C(C)=O)CC31CN(S(=O)(=O)c2cccs2)C1	-4	-11	-6	23	nt	0.0	nt	46
COc1ccc2c3c(n(C)c2c1)[C@H](CO)N(C(=O)Nc1ccc(F)cc1)CC31CN(C(=O)Cc2ccncc2)C1	-5	4	nt	-7	nt	0.0	nt	2
O=C(CSc1ccc2nnc(-c3ccccn3)n2n1)Nc1cccc(F)c1	1	1	1	-17	1	0.1	0	-14
CN1C(=O)c2cc(NC(=O)Cc3cccs3)ccc2OC[C@@H]2O[C@@H](CC(=O)NCCc3ccncc3)CC[C@@H]21	nt	-3	0	-3	0	0.0	-13	8
COCCCC/C(=N\OCCN)c1ccc(C(F)(F)F)cc1	-17&-5&-11&-6&-22	0&-3&0&-3	-2&-6&-6&0	13&-24&0&-23	0&3&1&2&2	0.7&0.0&0.0&0.2	-4&-3&-4&-11&0	-3&-6&-4&-4
CN1CCN(C(=O)c2cc3c(c(-c4cccc(-c5cccc(C(=O)N(C)C)c5)c4)n2)[C@H](CCO)N([S@@](=O)C(C)(C)C)C3)CC1	12	0	1	-5	54	0.0	-4	-9
CO[C@@H]1CN(C)C(=O)c2cc(NC(=O)C3CCCC3)ccc2OC[C@H](C)N(C(C)=O)C[C@H]1C	-5	nt	nt	-5	-4	0.4	-9	nt

Part of the list above, with two lines to a compound.
The line under a structure holds: PGC1a acetyl inh, ERAP1 HTS inh, SIRT5 block, LGR2 inh, Cneo AK release, Xi reactivation, C2C12 statin, S100A4 MyoIIA
> CN1C(=O)c2cc(NC(=O)Cc3cccs3)ccc2OC[C@@H]2O[C@@H](CC(=O)NCCc3ccncc3)CC[C@@H]21
→ nt, -3, 0, -3, 0, 0.0, -13, 8
> COCCCC/C(=N\OCCN)c1ccc(C(F)(F)F)cc1
→ -17&-5&-11&-6&-22, 0&-3&0&-3, -2&-6&-6&0, 13&-24&0&-23, 0&3&1&2&2, 0.7&0.0&0.0&0.2, -4&-3&-4&-11&0, -3&-6&-4&-4

More compounds
Structure	PGC1a acetyl inh	ERAP1 HTS inh	SIRT5 block	LGR2 inh	Cneo AK release	Xi reactivation	C2C12 statin	S100A4 MyoIIA
COc1ccccc1C(=O)COC(=O)c1cccc(-n2cnnn2)c1	-2	-3	-5	15	1	0.3	2	-2
Clc1ccc2c(c1)[C@H]1OCC[C@H]1[C@@H](c1ccco1)N2	2	nt	nt	9	-10	0.4	-5	-6&-14
N#C[C@H]1[C@@H](c2ccc(C3=CCCCC3)cc2)[C@H](CO)N1C(=O)NC1CCCCC1	-10	0	-1	6	-4	0.0	-27	-47
C[C@@H]1CN([C@H](C)CO)C(=O)c2cc(NC(=O)C3CCCCC3)ccc2O[C@@H](C)CCCCO[C@H]1CN(C)Cc1ccc(Cl)c(Cl)c1	-4	-2	1	32	2	0.0	nt	-1
CC(=O)Nc1cnc(-c2cc(C)c(O)c(C)c2)cn1	nt	-2	nt	-47	-3	0.0	-5	-4
O=C(COC(=O)CNC(=O)c1ccco1)Nc1ncc(Cl)cc1Cl	-5	0	3	-12	1	0.0	8	8
CCOc1ccccc1NC(=O)CCNS(=O)(=O)c1cccc2nonc12	-2	0	-2	4	-1	0.0	0	-5
O=C(C[C@H]1C[C@H]2c3cc(NC(=O)C4CCOCC4)ccc3O[C@H]2[C@H](CO)O1)NCc1ccc2c(c1)OCO2	3	0	nt	0	-1	0.0	-1	21
Cc1cc(N(C)NC(=S)Nc2ccccc2)nc(C)n1	nt	1	-3	-7	nt	0.0	nt	3
Cc1nn(S(=O)(=O)c2ccccc2)c(C)c1Sc1ccc([N+](=O)[O-])cc1	-25	nt	nt	1	3	nt	10	nt
C[C@@H]1CN([C@H](C)CO)S(=O)(=O)c2ccc(Br)cc2O[C@H]1CN(C)C(=O)C1CC1	6&1&-5	-1&0&-5	-3&-2&-3	-17&16	-3&38&-1	-0.2&0.0	-5&0&12	-6&-2&21
COCCN=C1Sc2nc3ccc(C)cc3cc2CN1Cc1cccs1	-1	0	4	11	nt	0.5	nt	-5
CN(C(=O)c1ccc(NC(=O)Cc2cccc(NC(=O)C3CCN(C(=O)C4CCCC4)CC3)c2)cc1)C1CCCC1	2	3	2	nt	2	-0.1	8	2
CN(C)C(=O)c1cccc(-c2ccccc2[C@H]2[C@@H](C#N)N(C(=O)C3CCCC3)[C@@H]2CO)c1	-7	-1	3	-16	nt	0.0	nt	-8
COc1ccc(Nc2ncnc3sc(C)cc23)c(OC)c1	nt	0	0	4	3	-0.1	-3	1
COc1ccccc1CNc1nc(NCCN2CCNC2=O)c2sccc2n1	nt	-9	-2	-4	-1	0.0	-4	1
O=C(C1CCN(c2ncnc3c2sc2cccc(F)c23)CC1)N1CCCC1	nt	5	0	-10	nt	0.0	nt	0
Cc1coc(C)c1C(=O)Nc1ccc2ccccc2c1	nt	0	1	-104	-12	0.4	-4	-3
Cc1ccc(S(=O)(=O)N2CCC(C(=O)OCC(=O)NC3(C#N)CCCCC3)CC2)cc1C	2	0	8	1	0	0.3	18	1
CC(C)(C)OC(=O)N(CCc1ccccc1)Cc1ccc(OCc2cccc(NC(=O)/C=C/c3ccccc3)c2)cc1	3	0	-1	-14	0	0.2	6	-4
CCNC(=O)COC(=O)CCC(=O)c1ccc(F)cc1	4	nt	2	-3	1	0.6	nt	-1
O=C(CN1C(=O)CSc2ncccc21)Nc1cccc(Cl)c1	-12	2	-2	9	-4	0.0	9	-4
CC(=O)Nc1ccc(NC(=O)CSc2nnc(NC(=O)C3CC(=O)N(c4ccc(F)cc4)C3)s2)cc1 (stereo not drawn)	nt	5	-5	-13	-2	0.0	1	18
CCSc1cnnc2ccccc12	1	-1	nt	15	0	0.0	5	7
CCCCN1C[C@H](c2ccc(OC)cc2)[C@@H](CC(=O)Nc2ccc(OC)cc2)C1=O	-11	-2	-8	-3	-1	0.3	13	2
O=C(NC(=S)Nc1ccccc1Br)C1CCCC1	nt	0	-2	-30	27	0.0	-3	-2
C[C@H](CO)N1C[C@H](C)[C@H](CN(C)S(=O)(=O)c2cccs2)OCc2ccccc2-c2c(n(C)c3ccccc23)C1=O	-17	-4	4	0	1	1.0	19	45
CC1CCN(C(=O)CSc2nnc(Cc3cc(=O)[nH]c(=O)[nH]3)n2-c2ccc(Cl)cc2)CC1	4	nt	nt	1	0	0.0	13	-4
CCCC(=O)Nc1ccc2c(c1)C(=O)N(C)[C@H]1CC[C@@H](CC(=O)O)O[C@H]1CO2	2	0	3	9	-2	-0.1	-9	-3
CC(=O)N1CCN(S(=O)(=O)c2cccc(C(=O)Nc3cc(C(F)(F)F)ccc3N3CCOCC3)c2)CC1	nt	-2	7	-18	0	0.0	-2	-1
CC1CN(S(=O)(=O)c2ccc(C(=O)Nc3nncs3)cc2)CC(C)O1 (stereo not drawn)	4	-9	-3	9	0	-0.1	-1	-2
